# Screening results as filed in PubChem BioAssay.
# Salmonella PhoP GFP = inhibitors of PhoP regulon expression, primary screen, Salmonella Typhimurium, GFP reporter (AID 1863); S. Typhimurium PhoP-regulated promoter GFP reporter, 4 h; higher % means a stronger effect; inhibition, % at 50 µM; hits with a dose series show IC50 in µM; 300,000 compounds, 0.16% hits;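 active means inhibition over 29.93%, a cutoff 3 SD above the screen mean, later confirmed by dose response; inconclusive means inhibition over 29.93% but no dose response follow-up; inactive means inhibition at most 29.93% or unconfirmed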;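 further: 0% = low Mg2+ inducing control and 100% = high Mg2+ repressing control; strong numbers were not always called active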
# West Nile virus CPE = inhibition of WNV-induced cytopathic effect – cell-based, CPE readout (AID 1621). West Nile virus-infected cells, CPE inhibition; higher % means a stronger effect. one-dose CPE inhibition, % at 10 µM; IC50 in µM for titrated hits. 290,000 compounds, 0.02% hits; in the data active means a potency from the dose series; inconclusive means CPE inhibition mostly from about 3.7% at the one dose, without a potency; inactive means the rest, 99 in 100 with CPE inhibition below about 2.2%; further: strong numbers were not always called active
# LYP phosphatase = inhibitors of LYP phosphatase, biochemical, fluorescence intensity, uHTS (AID 1779); one-dose inhibition, % at 11.5 µM; IC50 in µM for titrated hits; 290,000 compounds, 0.054% hits; recombinant LYP phosphatase, fluorescence intensity; higher % means a stronger effect; in the data active means inhibition above about 50%;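 further: plate controls were vehicle with enzyme for no effect and no enzyme for full effect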
# RSV CPE inhibition = RSV antiviral activity via CPE protection, HEp-2 cells, primary 10 µM value included (AID 2391); HEp-2 cells, RSV-induced CPE inhibition; higher % means a stronger effect; CPE inhibition, % at 10 µM, or IC50 in µM where a hit was titrated; 310,000 compounds, 0.13% hits; in the data active means a potency from the dose series; inconclusive means CPE inhibition mostly from about 23% at the one dose, without a potency; inactive means the rest, 99 in 100 with CPE inhibition below about 21%; further: strong numbers were not always called active
# SV40 large T antigen = SV40 large T antigen inhibitors, biochemical (AID 1903); inhibition, % at 20 µM, or IC50 in µM where a hit was titrated; SV40 large T antigen ATPase/helicase inhibition assay; higher % means a stronger effect; 310,000 compounds, 0.39% hits; in the data active means a potency from the dose series; inconclusive means inhibition mostly from about 32% at the one dose, without a potency; inactive means the rest, 99 in 100 with inhibition below about 32%; further: strong numbers were not always called active
# Dengue-2 NS5 capping = Dengue-2 NS5 methyltransferase inhibitors, primary screen, biochemical, confirmation dose response (AID 588689). 340,000 compounds, 0.3% hits. inhibition, % at 25 µM, or IC50 in µM where a hit was titrated. Dengue-2 NS5 methyltransferase capping enzyme assay, biochemical; higher % means a stronger effect; in the data active means a potency from the dose series; inconclusive means inhibition above about 29% without an active follow-up result
# ER stress rescue = protection against thapsigargin-triggered cell killing – 384-well, CSM14.1, ATP luminescence, primary screen (AID 1222). CSM14.1 thapsigargin-induced death rescue, ATP luminescence; higher % means a stronger effect. one-dose cellular ATP content (survival), % at 20 µM; EC50 in µM for titrated hits. 190,000 tested, under 10 active;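 active means EC50 below 50 µM in the dose-response confirmation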;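 further: death triggered by thapsigargin at about 15 µM added after 2 h compound pretreatment; cell ATP read after overnight thapsigargin exposure of roughly 18 to 22 hours; normalized against plate controls of thapsigargin alone and 5% DMSO vehicle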
# MgcRacGAP inhibition = MgcRacGAP GTPase-activating activity inhibitors, confirmation, biochemical, ADP Hunter fluorescence; 340,000 compounds, 0.6% hits; MgcRacGAP-stimulated Rac1 GTP hydrolysis, ADP Hunter fluorescence; higher % means a stronger effect; GST-tagged Rac1 F28L mutant substrate; inhibition, % at 30 µM, or IC50 in µM where a hit was titrated;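 active means first-screen hits whose inhibition reached a set limit at any dose in the follow-up dose series; inconclusive means inhibition above the set first-screen limit but never retested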;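 further: fluorescence reports GDP produced by GAP-driven GTP hydrolysis; strong numbers were not always called active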
# GPR35 arrestin U2OS = GPR35 antagonists blocking zaprinast-driven arrestin recruitment, primary screen, imaging, U2OS, beta-arrestin-GFP, zaprinast agonist (AID 2058); U2OS GPR35 beta-arrestin-GFP translocation imaging, zaprinast antagonism; higher % means a stronger effect; inhibition, % at 10 µM; hits with a dose series show IC50 in µM; 290,000 compounds, 0.052% hits;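 active means inhibition of at least 50% with at least 30 cells and total cytoplasm GFP at most 10,000,000; inconclusive means under 30 cells or total GFP of 10,000,000 plus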
# An asterisk follows results filed as active; ? = inconclusive; / = not tested or not shown. Rows are unselected (roughly 1.5% active in at least one column).
SMILES,Salmonella PhoP GFP,West Nile virus CPE,LYP phosphatase,RSV CPE inhibition,SV40 large T antigen,Dengue-2 NS5 capping,ER stress rescue,MgcRacGAP inhibition,GPR35 arrestin U2OS
O=C(CCNc1n[nH]c(=O)[nH]c1=O)N/N=C/c1ccc(Cl)cc1,1%,0.2%,-3%,-0.1%,7%,1%,6.6%,-1%,-8%
NC(=O)CN1C(=O)C(=O)N(Cc2cccc(Cl)c2)C1=O,-2%,-0.1%,-8%,2.3%,12%,3%,/,5%,-12%
C=C(C)CN(CC)C(=O)CCc1nnc(CCc2c[nH]c3ccccc23)o1,-2%,-0.6%,-8%,-0.2%,2%,-7%,0.8%,8%,7%
COc1cccc(C(=O)NC2CCCc3ccccc32)c1OC (centres undefined),0%,-0.7%,-7%,2.2%,5%,-9%,/,1%,12%
CCOC(=O)c1ccc(N/C=C2\CCCCC2=O)cc1,6%,0.0%,-8%,0.5%,-6%,-1%,0.7%,10%,-7%
CC(C)Sc1nc(N)nc(-c2cccs2)c1C#N,1%,0.3%,-1%,?,11%,-1%,-2.3%,0%,11%
CN(CCC1CCOCC1)C(=O)CC1C(=O)NCCN1Cc1ccccc1F (centres undefined),0%,-0.3%,-5%,1.5%,15%,-2%,/,3%,-3%
O=C(COc1ccc(S(=O)(=O)NCc2ccccc2)cc1Cl)NCc1ccncc1,8%,-1.1%,-13%,0.4%,4%,-8%,/,8%,1%
CC(=O)NC(Cc1c[nH]c2ccccc12)C(=O)OCC(=O)Nc1ccc2c(c1)OCO2 (centres undefined),0%,0.1%,-11%,1.0%,10%,9%,-0.1%,1%,-3%
CCn1c(CSc2nnc(-c3ccncc3)n2C)nc2cc(C(=O)O)ccc21,/,0.1%,-10%,1.0%,10%,7%,/,13%,-4%
C=CCn1cnc2c(c1=O)c1nc3ccccc3nc1n2/N=C/c1ccccn1,/,/,1%,/,/,-3%,-1.1%,6%,-4%
CCOC(=O)c1cc(NC(=O)N(CC)CC)c(C)nc1C,-1%,-0.3%,-7%,0.2%,0%,-4%,-0.4%,7%,25%
COc1ccccc1CNCc1ccc(OC)c2ccccc12,/,/,/,-1.8%,10%,-14%,/,17%,/
CC(=O)Oc1cccc(N2C(=O)c3ccccc3C2=O)c1,20%,-0.1%,-5%,0.1%,8%,0%,0.4%,7%,-11%
COc1ccc(Oc2cn[nH]c2-c2ccc(O)cc2O)cc1,12%,-0.4%,-1%,0.8%,11%,-2%,-4.9%,28µM*,-2%
COc1ccccc1C(CNC(=O)c1cccc(S(=O)(=O)Nc2ccc(C)cc2)c1)N(C)C (centres undefined),2%,-0.8%,-11%,-0.1%,4%,-3%,/,2%,2%
O=C(CSc1nnc(CNC(=O)c2c(F)cccc2Cl)o1)NC1CCCC1,8%,0.2%,-10%,-0.1%,8%,1%,/,-1%,-2%
CCN(CC(=O)Nc1cc(Cl)ccc1C)C(=O)CSCc1c(C)noc1C,1%,/,/,16%,9%,-3%,/,1%,/
COc1ccccc1CNC(=O)C1CC(c2ccccc2C(F)(F)F)=NO1 (centres undefined),-2%,0.8%,-10%,-0.5%,17%,-8%,/,6%,-3%
O=C1CC(Cc2ccccc2)C(=O)N1c1ncccn1 (centres undefined),4%,0.2%,-12%,1.8%,7%,-3%,1.7%,2%,6%
CCn1ncc(NC(=S)NCCc2ccccc2)c1C(N)=O,7%,0.1%,5%,0.3%,3%,-12%,-1.7%,-1%,10%
Cc1ccc2nc(NC3=NCN(Cc4cccnc4)CN3)nc(C)c2c1,/,/,-9%,/,/,-10%,1.9%,13%,3%
CCOC(=O)N1CCC(NC(=O)c2cccn3c(=O)c4cc(Br)ccc4nc23)CC1,-3%,-0.3%,8%,0.1%,1%,-3%,-0.1%,5%,0%
c1ccc(CSc2nnc3c(n2)OC(c2ccco2)Nc2ccccc2-3)cc1 (centres undefined),-6%,-0.3%,6%,3.4%,4%,-1%,/,2%,13%
CCOC(=O)C1CCN(C(=S)NC2CC3C=CC2C3)CC1 (centres undefined),-8%,0.2%,-5%,0.9%,-6%,/,/,/,12%
CN(C)c1ccc(/C=C/c2ccc3ccccc3[n+]2C)cc1,19µM*,-1.6%,-2%,-1.6%,15%,-18%,-5.0%,47µM*,19%
COc1ccc(CCNC(=O)CNC(=O)Cn2cnc3sc(C)c(C)c3c2=O)cc1OC,4%,1.1%,-6%,1.8%,-9%,-9%,-0.3%,11%,-1%
CCCCc1ccc(Nc2nc(CCC)cc(=O)[nH]2)cc1,-3%,1.0%,9%,14%,10%,-8%,/,5%,-4%
COc1ccc(NS(=O)(=O)c2ccc(O)c(C(=O)OCC(=O)N3CC(C)OC(C)C3)c2)cc1 (centres undefined),-1%,0.3%,3%,0.7%,-8%,-4%,-0.3%,6%,3%
COc1ccc(OC)c(S(=O)(=O)n2nnc3ccccc32)c1,12%,0.4%,-3%,3.0%,12%,-4%,1.2%,7%,5%
COc1ccc(CCNC(=O)CCCOc2cc(=O)n(C)c3ccccc23)cc1OC,0%,0.2%,-4%,0.9%,31%,-10%,-0.8%,6%,6%
CN1C(=O)C(=O)N(c2cccc(C(F)(F)F)c2)C1=O,/,/,/,3.0%,4%,3%,/,12%,/
CCOC(=O)c1ccc(NC(=O)NCc2ccn(CC)n2)cc1,-1%,0.7%,-3%,15%,0%,-10%,0.3%,4%,-9%
O=C(OCC1O[C@@H](OC(=O)c2cc(O)c(O)c(O)c2)[C@@H](OC(=O)c2cc(O)c(O)c(O)c2)[C@@H](OC(=O)c2cc(O)c(O)c(O)c2)[C@@H]1OC(=O)c1cc(O)c(O)c(O)c1)c1cc(O)c(O)c(O)c1 (some centres undefined),35%,3.1%,8%,-0.8%,4.5µM*,/,0.7%,/,-4%
CN(Cc1ccccc1)C(=O)CCC1CCN(C(=O)CCC(F)(F)F)CC1,-8%,-0.8%,-5%,0.7%,-8%,4%,/,12%,-12%
COc1ccc2cc(C(=O)C3CCCN(C(=O)c4cc5nc(C)cc(C)n5n4)C3)ccc2c1 (centres undefined),-5%,-0.7%,-7%,0.2%,10%,-4%,3.1%,12%,-1%
Cc1nc(NN)nc(NCc2ccccc2)n1,-2%,-0.8%,-13%,-0.5%,3%,-2%,/,12%,2%
COc1cccc(C(C)NC(=S)NCc2ccc(F)cc2)c1 (centres undefined),-4%,-0.7%,-6%,0.2%,-2%,1%,/,-9%,-15%
COC(=O)[C@@]12CCCN1[C@H](c1ccc(-c3ccc(OC)cc3)c(OC)c1)[C@H]1C(=O)N(C)C(=O)[C@H]12,/,/,/,3.6%,-2%,-3%,/,2%,/
CN1CCC(=NNc2ccc(S(=O)(=O)N3CCOCC3)cc2[N+](=O)[O-])CC1,-9%,-0.2%,3%,0.5%,2%,-9%,-3.6%,9%,0%
O=C(O)c1ccc(S(=O)(=O)N2CCC(Cc3ccccc3)CC2)cc1,0%,0.1%,-14%,6.3%,2%,5%,/,6%,5%
Cc1nnc(Nc2ccc(Cl)c(C(F)(F)F)c2)[nH]c1=O,1%,0.0%,-6%,0.7%,14%,/,-2.5%,1%,-14%
CCN(CC(=O)Nc1ccc2c(c1)OCCO2)C(=O)/C=C/c1cccc(Br)c1,0%,/,/,-0.1%,1%,1%,/,-1%,/
C=CC(n1cncn1)C(O)(c1ccccc1)c1ccccc1 (centres undefined),-2%,/,/,1.1%,6%,-1%,/,6%,/
CC1(C)Cc2nc3sc4c(NCCO)ncnc4c3cc2CS1,-1%,1.1%,0%,3.0%,10%,-12%,/,12%,12%
Cc1cc(Nc2ccc(C)c(C)c2)n2nc(C)nc2n1,7%,0.3%,-6%,2.0%,13%,-3%,/,8%,-16%
O=C(Nc1ncccc1Cl)c1ccc2c(c1)OCCO2,-7%,0.3%,-8%,2.0%,12%,-4%,/,-1%,9%
CCOc1ccc(CCNC(=O)COC(=O)c2ccc(S(C)(=O)=O)cc2)cc1OCC,7%,/,/,-1.9%,14%,-4%,/,3%,/
COc1ccc(-n2cc(-c3ccccc3)c3c(NCCOCCO)ncnc32)cc1,4%,3.1%,3%,2.4%,24%,-5%,/,-1%,0%
COc1ccc(NC(=O)NCCN2CCc3ccccc3C2)cc1,-3%,1.1%,-6%,-0.1%,-170%,-1%,-2.9%,2%,2%
CSc1ccc(CN2C(=O)NC3(CCCCCCC3)C2=O)cc1,-11%,-1.0%,-3%,2.2%,12%,-5%,-1.6%,3%,-14%
Cc1cc(OC(C)C(=O)NC(Cc2c[nH]c3ccc(O)cc23)C(=O)O)c2c(C)cc(=O)oc2c1 (centres undefined),4%,0.3%,-2%,0.9%,19%,2%,/,4%,4%
CCC(=O)N(Cc1cc(=O)[nH]c2ccccc12)c1ccc(C)cc1C,0%,-0.9%,-4%,2.5%,6%,-3%,/,19%,-1%
O=C(N/N=C/c1cccc(O)c1)c1cc(-c2ccc3c(c2)OCO3)n[nH]1,-12%,-0.6%,-2%,7.0%,14%,-7%,-2.1%,9%,-5%
OCCCCNCc1ccc(OCc2ccccc2)cc1,12%,-0.1%,-10%,-1.6%,20%,-5%,-0.1%,6%,0%
COCCNC(=O)c1cn(C)c(=O)c2cc(OC)c(OC)cc12,7%,0.3%,-7%,1.9%,3%,-9%,0.8%,2%,-4%
CC(C)(C)NS(=O)(=O)c1ccc(NC(=O)c2cc(-c3ccccc3)nc3ccccc23)cc1,-10%,-0.1%,6%,0.2%,6%,-11%,-1.0%,5%,-3%
COc1cc(OC)cc(C(=O)NC(C)CNc2ccc(Cl)cc2[N+](=O)[O-])c1 (centres undefined),-11%,-1.2%,2%,2.3%,24%,4%,/,/,10%
CC1CCCCC1NC(=O)COC(=O)c1cc(=O)c2ccccc2o1 (centres undefined),3%,0.6%,-10%,0.2%,8%,2%,0.2%,6%,-9%
NC(=O)c1ccsc1NC(=O)COC(=O)Cc1ccsc1,-1%,-0.7%,4%,0.5%,20%,-1%,-2.2%,7%,-22%
CCOCCCNC(=O)NC12CC3CC(CC(C3)C1)C2,-1%,0.0%,-8%,0.3%,12%,-1%,-1.7%,4%,-2%

# Two of the compounds above, bar-delimited.
canonical_smiles | Salmonella PhoP GFP | West Nile virus CPE | LYP phosphatase | RSV CPE inhibition | SV40 large T antigen | Dengue-2 NS5 capping | ER stress rescue | MgcRacGAP inhibition | GPR35 arrestin U2OS
O=C(N/N=C/c1cccc(O)c1)c1cc(-c2ccc3c(c2)OCO3)n[nH]1 | -12% | -0.6% | -2% | 7.0% | 14% | -7% | -2.1% | 9% | -5%
OCCCCNCc1ccc(OCc2ccccc2)cc1 | 12% | -0.1% | -10% | -1.6% | 20% | -5% | -0.1% | 6% | 0%
